Screens from PubChem.
hDAT+cocaine: changed human dopamine transporter uptake under cocaine IC80; Q01959; B-score at 10 µM; LLC-PK1 hDAT cells, [14C]-dopamine uptake with cocaine IC80; actives deviate in either direction; actives 1.3% (n = 110,000); AID 449768;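 active = Z score or B-score, a plate-position-corrected score, falls beyond the plate's 99.7% confidence bounds, in either direction; inactive = both scores lie inside the 99.7% bounds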;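 note: scored against the spread of the other compound wells on the same plate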
Target sequence (Q01959 whole entry, looked up): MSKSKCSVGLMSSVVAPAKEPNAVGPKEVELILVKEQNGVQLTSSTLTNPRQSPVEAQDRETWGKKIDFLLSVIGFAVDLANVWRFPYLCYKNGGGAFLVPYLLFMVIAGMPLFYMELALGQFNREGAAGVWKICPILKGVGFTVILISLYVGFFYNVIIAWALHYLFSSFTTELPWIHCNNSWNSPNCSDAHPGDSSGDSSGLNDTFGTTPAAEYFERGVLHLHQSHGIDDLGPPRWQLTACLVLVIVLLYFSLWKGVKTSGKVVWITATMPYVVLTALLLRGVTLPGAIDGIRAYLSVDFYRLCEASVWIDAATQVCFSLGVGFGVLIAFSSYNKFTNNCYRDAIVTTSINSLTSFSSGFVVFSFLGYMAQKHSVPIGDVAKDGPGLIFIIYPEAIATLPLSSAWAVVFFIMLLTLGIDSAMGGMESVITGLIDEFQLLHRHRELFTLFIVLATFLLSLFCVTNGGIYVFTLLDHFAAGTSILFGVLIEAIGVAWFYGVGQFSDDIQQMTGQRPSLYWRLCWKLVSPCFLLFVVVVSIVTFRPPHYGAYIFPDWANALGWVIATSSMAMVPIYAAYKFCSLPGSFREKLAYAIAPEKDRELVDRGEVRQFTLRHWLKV
sEH inh: soluble epoxide hydrolase (human) inhibition. AID 707. inhibition, % at 2 µM. recombinant human sEH enzymatic activity assay. actives 0.34% (n = 91,000). P34913; in the data active = inhibition above about 80%; note: values of inactives mirror those of a sister screen read the other way; many of its hits are not listed in these tables
Plk1 PBD FP: inhibitors of human Plk1 polo box domain binding; Plk1 PBD phosphopeptide binding, fluorescence polarization; P53350; actives 0.13% (n = 97,000); inhibition, %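 (tested at about 20 µM)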; in the data active = inhibition above about 34%, passing the limit was not always enough
cytoskel mod: cytoskeleton assembly modification | actives 0.18% (n = 91,000) | HUVEC TNFa F-actin phalloidin imaging, high content | inhibition, % at 2 µM;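 active = inhibition above the batch mean plus 3 SD and confirmed as a hit by visual image inspection, cut at about 30% in these data, passing the limit was not always enough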; note: strong numbers were not always called active
IL1B cytotox: toxic to HUVEC cells under IL-1B stimulation; HUVEC cell count loss, Hoechst imaging, IL-1B stimulated; cell count reduction, % at 2 µM; actives 0.41% (n = 94,000); AID 845;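 active = cell count reduction more than 3 SD above the screen-wide mean, cut at about 70% in these data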;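 note: normalized per plate to untreated control cells as the no-loss baseline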
Ecoli WT expand: blocks growth of wild type E. coli BW25113; growth inhibition, % at 100 µM; AID 710; actives 0.15% (n = 98,000); OD600 absorbance;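 active = growth inhibition above about 50% at one test dose, limit read from the data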;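 note: growth measured after 20 h incubation at 37 °C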
VCAM1 TNFa inh: reduces TNF alpha induced VCAM1 expression in HUVEC | actives 0.48% (n = 95,000) | inhibition, % at 2 µM | HUVEC TNFa-induced VCAM-1 immunofluorescence, high-content imaging;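 active = inhibition above the batch mean plus 3 SD, with images confirmed as a hit by eye, cut at about 37% in these data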;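 note: 0% = TNF-stimulated DMSO wells and 100% = unstimulated control wells; not every result past the cut was called active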
TNFa cytotox: HUVEC cytotoxicity counter-screen, TNF alpha stimulated; AID 848; HUVEC TNFalpha-stimulated, Hoechst cell count, imaging; cell count reduction, % at 2 µM; actives 0.17% (n = 93,000);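 active = cell count reduction exceeding the screen mean by over 5 SD, scaled to untreated wells per plate, cut at about 78% in these data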;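 note: cells counted after 24 h of TNF alpha exposure following the 1 h pretreatment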
PLK1 inh: inhibitors of human PLK1 kinase. P53350. recombinant PLK1 kinase, TR-FRET peptide phosphorylation. inhibition, % at 10 µM. actives 0.53% (n = 97,000). AID 619;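 active = inhibition of 50% or more in the single-concentration screen; inactive = inhibition below 50%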;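 note: 0% = DMSO max control and 100% = H-89 dihydrochloride min control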
The depositor's hits bear a star; · = no result given.

SMILES	hDAT+cocaine	sEH inh	Plk1 PBD FP	cytoskel mod	IL1B cytotox	Ecoli WT expand	VCAM1 TNFa inh	TNFa cytotox	PLK1 inh
Cc1cc(OCC(=O)N2CCc3ccccc3C2)c2c(-c3ccccc3)cc(=O)oc2c1	0.389	6.2	-6.9	-20.0	-11.5	-19.0	-1.3	3.7	-15.8
CCCOc1ccccc1C1NC(=O)NC(C)=C1C(=O)OCc1ccccc1 (stereo unspecified)	-0.196	-3.2	6.3	-8.3	22.8	·	-4.5	-13.9	-8.3
O=C(/C=C/c1ccco1)Nc1sc2c(c1C(=O)O)CCC2	-0.178	-16.5	-11.1	-3.2	7.3	-4.0	-3.7	-12.6	-7.6
O=C(NC1=NCCS1)C1CC2CCC1C2 (stereo unspecified)	0.125	34.2	-2.9	35.2	-9.3	12.0	-2.5	-21.5	-12.0
C=CCn1c(SCC(=O)/C(C#N)=C(\C)N)nnc1C1CCCCC1	-1.1	·	7.7	7.0	5.3	-1.0	11.2	-10.7	-4.3
CC(=O)Nc1ccc2c(c1)ncn2C1CCCCC1	0.0097	9.5	5.7	9.3	11.3	·	-6.9	·	-1.4
O=C(Nc1cccc(NC(=O)c2ccc(-c3cccc(Br)c3)o2)c1)c1ccco1	1.44	1.3	13.1	3.1	25.5	-34.0	1.8	1.7	-18.5
CC1CCCCN1S(=O)(=O)c1ccc(S(=O)(=O)N(Cc2ccccc2)Cc2ccco2)cc1 (stereo unspecified)	0.305	17.3	6.7	·	-43.2	·	·	·	-10.3
Cc1ccc(NC(=O)N(C2CCCCC2)C(C)c2cccnc2)cc1C (stereo unspecified)	-0.958	20.8	20.1	-0.6	-1.4	-1.0	3.9	-14.9	-5.6
COC(=O)N1N=C(c2ccccc2)CC1(O)C(F)(F)F (stereo unspecified)	-0.801	4.2	4.0	15.2	-12.9	0.0	6.9	-11.2	3.6
Cn1c(Cc2cccs2)n[nH]c1=S	0.114	5.3	-8.5	-7.8	8.5	1.0	-6.1	0.4	-7.8
Cc1cc(C)n(C(=O)COc2ccc(Cl)cc2Cl)n1	-1.44	-9.7	-19.0	-8.7	-20.6	·	-44.5	-16.1	-6.4
Nc1nc(-c2cccnc2)nn1C(=O)Cc1ccccc1	0.479	2.6	-10.9	5.3	-12.4	4.0	8.5	-19.6	-3.2
Cc1ccc(Cc2cnc(N)s2)o1	-0.89	1.5	-4.7	-12.0	-80.5	10.0	14.4	-2.9	-0.8
CC1(C)NC(=O)N(CC(O)COc2ccc(-c3ccc(C#N)cc3)cc2)C1=O (stereo unspecified)	0.909	·	-7.4	15.6	-28.4	3.0	-3.3	-28.0	-18.9
CCNc1nc(NCC)nc(C(=O)NN)n1	0.184	3.9	1.7	-2.3	-28.2	·	-12.9	-26.9	-9.4
O=C(O)c1c(NC(=O)c2cccc3ccccc23)sc2c1CCC2	0.358	-2.8	4.7	-4.9	3.0	-6.0	-8.1	-16.8	-8.4
N#Cc1nc(COc2cccc(Cl)c2)oc1NCc1ccco1	-1.11	-15.8	1.1	10.7	-2.4	4.0	0.9	-34.9	-5.3
CC(C)(C)c1ccc(-c2nc(C=O)c3ccccn23)cc1	·	9.4	-5.5	-8.9	2.2	12.0	18.3	-14.5	-1.4
COc1ccc(-n2sc3c(c2=S)-c2cc(OC)ccc2NC3(C)C)cc1	0.265	17.4	-32.9	-22.9	-9.3	-22.0	6.7	-0.3	-3.0
Cc1nc2ncnn2c(C)c1Cc1ccc(Cl)cc1	-0.273	7.5	1.6	-12.1	10.3	-2.0	14.4	-5.9	0.6
O=C(Nc1cccc2nsnc12)c1ccc(-c2cccc(Cl)c2)o1	-0.565	-21.8	4.3	-29.6	-85.4	-2.0	-1.9	8.3	-1.3
O=C(O)Cn1cc(C(=S)N2CCOCC2)c2ccccc21	-1.35	-6.3	11.2	-2.7	3.4	6.0	11.8	-16.3	2.1
COc1cc(/C=N/NC(=O)c2cc(-c3cccn3C)n[nH]2)cc(OC)c1OC	0.163	-13.4	27.6	24.3	5.3	21.0	2.6	-24.3	-16.5
CCC1Oc2ccc(C)cc2N(CC(=O)NCCN2CCCCCC2)C1=O (stereo unspecified)	-0.0114	-4.6	6.3	8.2	-3.3	10.0	-4.5	-32.0	-14.4
CNC(=S)NNC(=O)c1cccn(Cc2cccc(Cl)c2)c1=O	-0.39	-0.8	7.1	5.3	9.4	2.0	7.7	4.5	-3.5
CC(C)Cn1c(N)c(C(=O)COC(=O)CC23CC4CC(CC(C4)C2)C3)c(=O)n(C)c1=O	1.34	0.6	-7.2	17.8	-116.2	-12.0	-6.3	-27.3	-5.0
COc1ccc(CCNC(=O)C(=O)NCC2CCCO2)cc1OC (stereo unspecified)	-0.896	4.1	-11.3	13.0	-13.4	·	6.3	-36.1	-1.9
O=C(Cc1ccc(Br)cc1)N1CCN(c2ccccc2O)CC1	1.15	-3.5	21.8	2.3	10.5	-3.0	14.6	-15.2	-4.3
COC(=O)NC1CCS(=O)(=O)C1 (stereo unspecified)	-0.888	9.5	-7.5	0.3	1.3	0.0	9.1	15.0	-2.3

Six entries already listed, arranged by the number in cytoskel mod, highest first:
| SMILES | cytoskel mod |
| --- | --- |
| COc1cc(/C=N/NC(=O)c2cc(-c3cccn3C)n[nH]2)cc(OC)c1OC | 24.3 |
| CC(C)Cn1c(N)c(C(=O)COC(=O)CC23CC4CC(CC(C4)C2)C3)c(=O)n(C)c1=O | 17.8 |
| COc1ccc(CCNC(=O)C(=O)NCC2CCCO2)cc1OC (stereo unspecified) | 13.0 |
| CNC(=S)NNC(=O)c1cccn(Cc2cccc(Cl)c2)c1=O | 5.3 |
| O=C(Cc1ccc(Br)cc1)N1CCN(c2ccccc2O)CC1 | 2.3 |
| Cc1nc2ncnn2c(C)c1Cc1ccc(Cl)cc1 | -12.1 |

An excerpt from above, reduced to hDAT+cocaine and cytoskel mod.
Structure,hDAT+cocaine,cytoskel mod
COc1ccc(CCNC(=O)C(=O)NCC2CCCO2)cc1OC (stereo unspecified),-0.896,13.0
O=C(Cc1ccc(Br)cc1)N1CCN(c2ccccc2O)CC1,1.15,2.3

Continuation.
SMILES	hDAT+cocaine	sEH inh	Plk1 PBD FP	cytoskel mod	IL1B cytotox	Ecoli WT expand	VCAM1 TNFa inh	TNFa cytotox	PLK1 inh
Cc1ccc(Cn2nnc3c(=O)n(CC(=O)N4CCN(c5ccccc5)CC4)cnc32)cc1	0.663	-0.2	-17.3	-10.3	-28.6	0.0	-18.5	-22.9	-7.4
O=c1ccccn1Cc1c(Cl)cccc1Cl	-0.717	-4.2	-26.2	-17.0	-6.1	3.0	10.4	-11.6	-1.9
CC(=O)C1=C(O)C(=O)N(CCc2c[nH]c3ccccc23)C1c1cccc(O)c1 (stereo unspecified)	-1.11	10.1	12.3	18.8	1.5	1.0	1.0	-14.6	-6.8
N#C/C(=C\c1ccccc1)c1nc2ncccc2[nH]1	0.0714	-2.0	-12.7	22.7	·	-16.0	10.5	-7.7	14.2
CCOc1ccccc1N1C(=O)c2cccnc2C1=O	-0.41	1.0	7.4	8.1	-6.4	3.0	3.6	-9.5	-2.1
O=C(NCC1CCCO1)C(c1cccnc1)N(C(=O)Cc1cccs1)c1ccccc1 (stereo unspecified)	-0.0259	-10.8	20.3	·	17.2	1.0	-4.3	20.0	-12.0
O=S1(=O)c2cccc3cccc(c23)N1Cc1nnc(-c2ccccc2Br)o1	0.692	-10.5	-15.5	20.4	27.1	-9.0	-9.2	0.0	-1.5
O=C1CSC(c2ccc(F)cc2)N1c1nnc(C23CC4CC(CC(C4)C2)C3)s1 (stereo unspecified)	-0.621	2.0	-4.6	16.7	-4.7	-7.0	-4.3	-33.9	-3.5
N=c1c2c(-c3ccccc3)c(-c3ccccc3)oc2ncn1Cc1ccco1	0.772	6.4	-31.2	15.9	15.0	-5.0	-7.1	·	-2.3
COc1ccc(-c2cc(C(F)F)n3ncc(C(=O)N4CCCCC4)c3n2)cc1	2.58*	-3.8	-23.1	-22.3	-14.9	10.0	-1.7	24.1	-12.3
COc1ccccc1-c1nn2c(=O)cc(C)nc2s1	-0.12	-2.5	20.7	12.8	16.8	-11.0	20.1	-15.4	-14.3
O=C(Nc1ccc2oc(-c3cccnc3)nc2c1)c1ccc(Br)o1	0.0144	33.9	14.7	-17.3	-1.4	-4.0	0.7	-30.1	-4.0
CCOC(=O)c1c(C)[nH]c(C=Nc2ccc(OC)cc2)c1O	0.52	7.5	-17.5	-16.7	-37.2	·	7.8	-6.8	-5.2
O=C1CN(C(=O)COC(=O)Cc2ccsc2)c2ccccc2N1	-0.899	-15.9	-6.9	-2.7	-24.4	5.0	-1.2	-5.7	-7.5
CC(C)C(=O)Nc1nc2c(ncn2C2CC(O)C(CO)O2)c(=O)[nH]1 (stereo unspecified)	-0.127	-17.8	13.2	-4.4	-1.4	6.0	-30.1	2.7	-11.5
Cc1ccc(S(=O)(=O)N(CCC#N)CCN2CCCC2)cc1	0.455	2.3	13.0	1.2	-4.7	-4.0	-0.2	-5.3	-7.2
N#C/C(=C1\CCCN1)c1nc(-c2ccccc2)cs1	-0.655	12.8	-18.3	-36.5	21.9	0.0	17.1	-0.9	1.9
COc1cc(OC)cc(OCC(O)Cn2cnc(-c3ccccc3)c2)c1 (stereo unspecified)	1.89	38.9	40.9	-15.2	-51.2	9.0	12.0	-17.8	-2.2
CC(C)N(c1ccccc1)c1ncnc(NCCC(=O)O)c1[N+](=O)[O-]	-0.258	-1.2	-22.6	40.9	-5.3	-2.0	9.4	-22.2	-14.6
COc1ccc(S(=O)(=O)N2CCC(=O)N2)cc1	-0.0949	4.1	31.5	-4.7	2.5	-2.0	-8.9	-11.3	-8.1

Shown as comma-separated lines: entries from further up.
SMILES,hDAT+cocaine,sEH inh,Plk1 PBD FP,cytoskel mod,IL1B cytotox,Ecoli WT expand,VCAM1 TNFa inh,TNFa cytotox,PLK1 inh
CC(C)C(=O)Nc1nc2c(ncn2C2CC(O)C(CO)O2)c(=O)[nH]1 (stereo unspecified),-0.127,-17.8,13.2,-4.4,-1.4,6.0,-30.1,2.7,-11.5
Cc1ccc(S(=O)(=O)N(CCC#N)CCN2CCCC2)cc1,0.455,2.3,13.0,1.2,-4.7,-4.0,-0.2,-5.3,-7.2

The list continues.
SMILES	hDAT+cocaine	sEH inh	Plk1 PBD FP	cytoskel mod	IL1B cytotox	Ecoli WT expand	VCAM1 TNFa inh	TNFa cytotox	PLK1 inh
CC(C)OC(=O)CC12CN(C)CC(CC(=O)OC(C)C)(CN(C)C1)C2=O	0.00683	-9.6	-11.1	10.9	-16.2	3.0	0.4	-6.6	2.8
O=c1c(=O)n(O)c2ccccc2n1O	0.871	-1.0	-14.1	-1.4	-47.5	25.0	-13.0	-20.7	-5.2
CCCn1c(C)cc(-c2csc(N)n2)c1C	-0.364	-1.6	-0.2	-2.7	7.3	8.0	10.3	-2.4	-3.0
O=C1NC(c2ccc3c(c2)OCO3)Oc2ccccc21 (stereo unspecified)	-0.606	-1.9	-7.6	-18.1	-34.1	6.0	-4.0	-14.1	-2.7
O=C(NC(=S)Nc1ccc(Cl)cn1)c1cccs1	-0.531	8.7	-14.2	-2.0	-16.0	-12.0	7.7	-22.2	-3.9
O=C(Cn1nc(-c2ccccc2)ccc1=O)N1CCOCC1	-0.354	-2.4	11.5	-2.2	-8.4	·	-0.3	23.1	0.9
Cc1c(NC(=O)c2ccc3c(c2)OCO3)cccc1-c1nc2ccccc2o1	0.55	23.4	3.2	7.4	-10.9	-4.0	-2.5	-12.6	-1.4
CCC(C)NC(=O)COc1ccc(Br)c(C)c1 (stereo unspecified)	0.227	-11.1	-10.7	1.1	2.5	2.0	6.6	-7.9	-10.5
COc1ccc(S(=O)(=O)NC(CC(=O)NCc2ccccc2OC)c2ccco2)cc1 (stereo unspecified)	0.706	13.4	3.2	58.5	-8.9	6.0	34.5	20.6	-17.9
CCOc1cc(S(=O)(=O)Nc2ccccn2)ccc1F	0.0674	10.7	-10.7	-12.9	42.1	2.0	-16.7	-14.8	-9.2
COC(=O)c1ccc(NC(=O)c2ccc(C)cc2)o1	-0.00602	4.9	-3.2	-8.6	8.3	-10.0	5.6	17.9	-0.6
O=C(NNC(=S)Nc1ccccc1)c1ccco1	0.019	5.6	-4.2	32.3	0.9	-7.0	1.3	-27.4	-11.5
